Screening data deposited in PubChem by Southern Research Specialized Biocontainment Screening Center.
inhibitors of VEEV – inhibitors of VEEV TC-83 cytopathic effect, confirmation, Vero cells (AID 588727) | Vero cells, VEEV TC-83 cytopathic effect inhibition; higher % means a stronger effect | inhibition, % at 20 µM; hits with a dose series show IC50 in µM | 350,000 tested, 0.13% active; in the data active = a potency from the dose series; inconclusive = inhibition mostly from about 14% at the one dose, without a potency; inactive = the rest, 99 in 100 with inhibition below about 12%; also: strong numbers were not always called active
M. tuberculosis HTS – M. tuberculosis growth inhibition, HTS (AID 449762) | M. tuberculosis H37Rv growth inhibition, 7H9 media; higher % means a stronger effect | inhibition, % at 25 µM; hits with a dose series show IC50 in µM | 330,000 tested, 0.59% active; in the data active = a potency from the dose series; inconclusive = inhibition above about 70% without an active follow-up result;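 also: bacterial growth assessed after seven days of incubation; strong numbers were not always called active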
H1N1 NS1A inhibition – H1N1 influenza NS1A inhibitors, functional cell based assay (AID 504329). inhibition, % at 12.5 µM; hits with a dose series show IC50 in µM. NS1A functional cell-based assay, percent inhibition; higher % means a stronger effect. 340,000 tested, 0.3% active; in the data active = a potency from the dose series; inconclusive = inhibition above about 27% without an active follow-up result; also: strong numbers were not always called active
M. tuberculosis – growth inhibition of non-replicating M. tuberculosis (AID 488890) | Mycobacterium tuberculosis non-replicating, growth inhibition; higher % means a stronger effect | inhibition, % at 25 µM; hits with a dose series show IC50 in µM | 320,000 tested, 0.39% active; in the data active = a potency from the dose series; inconclusive = inhibition mostly from about 82% at the one dose, without a potency; inactive = the rest, 99 in 100 with inhibition below about 76%;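 also: plate controls were DMSO cells for no effect and high antibiotic wells for full effect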
Salmonella PhoP GFP – PhoP regulon inhibitors, Salmonella typhi PhoP promoter GFP reporter, confirmatory (AID 1850) | Salmonella Typhi PhoP-promoter GFP reporter, fluorescence, 4 h; higher % means a stronger effect | one-dose inhibition, % at 50 µM; IC50 in µM for titrated hits | 310,000 tested, 0.33% active; in the data active = a potency from the dose series; inconclusive = inhibition mostly from about 25% at the one dose, without a potency; inactive = the rest, 99 in 100 with inhibition below about 19%;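 also: 0% = induced wells with vehicle and 100% = uninduced wells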
inhibitors of VEEV 10K pilot screen – recorded beside inhibitors of VEEV, whose call it bears; inhibition, %; measured here: 10K pilot screen inhibition
An asterisk follows results filed as active; i = inactive; u = inconclusive; x = no result given.

SMILES	inhibitors of VEEV	M. tuberculosis HTS	H1N1 NS1A inhibition	M. tuberculosis	Salmonella PhoP GFP	others
O=C(CN1CCOCC1)N/N=C/c1ccc(-c2ccc(Br)cc2)o1	0.1%	u	12.5%	4.3µM*	-0.3%
COc1cccc(CNC2CCCCCCC2)c1OC	i	-1.1%	-3.1%	-9.5%	-6.4%
CCC(C)NC(=O)CN1C(=O)C(CC)Sc2ccccc21 (centres undefined)	i	-8.8%	0.5%	-1.8%	-15.7%
C=CCNC(=O)CN(c1ccc(F)c(Cl)c1)S(C)(=O)=O	0.8%	-3.8%	-5.7%	-5.7%	0.9%
CC(=O)C1=C(c2ccccc2)OC(N)=C(C#N)C1c1ccccc1F (centres undefined)	4.6%	2.7%	2.3%	13.6%	-6.1%
O=C(Cn1ncc2c(=O)oc3ccccc3c21)NCCN1CCN(c2ccccc2F)CC1	0.5%	-7.1%	3.4%	-6.1%	3.5%
O=C(OCC(=O)N1CCOCC1)c1ccc2c(c1)OCCO2	0.5%	-3.1%	19.3%	-2.1%	15.2%
O=C(c1ccc(Cl)c(S(=O)(=O)N2CCCCC2)c1)N1CCN(Cc2ccccc2)CC1	1.3%	-7.5%	3.9%	0.0%	-4.3%
NC(=O)CN(c1ccc([N+](=O)[O-])cc1)S(=O)(=O)c1ccccc1	0.6%	3.5%	0.4%	-0.1%	-10.1%
CC(C)N(Cc1nccn1C)C(=O)c1ccc(OC2CCN(C(=O)C3CC3)CC2)cc1	0.0%	-11.5%	6.4%	-3.7%	3.3%
CCCCn1c(O)c(C(C)=NCCCN(CC)CC)c(=O)[nH]c1=O	1.5%	4.0%	-3.1%	2.3%	2.9%	inhibitors of VEEV 10K pilot screen=1.0
N#C/C(=C\c1ccccc1)C(=O)Nc1cccnc1	0.4%	-13.3%	-0.8%	-6.2%	-1.2%
Cc1ccc(S(=O)(=O)NCc2nc3nc(C)cc(C)n3n2)c(C)c1	0.0%	-2.0%	3.1%	-15.9%	-3.3%	inhibitors of VEEV 10K pilot screen=0.2
O=C(COC(=O)/C=C/c1ccc(Cl)cc1)NCCC1=CCCCC1	1.2%	-3.6%	-5.0%	27.9%	-27.7%
COC(=O)c1c(-c2c(Cl)cccc2Cl)noc1NC(=O)NN1CCOCC1	2.3%	2.4%	-1.7%	-18.4%	6.2%
Cn1cnnc1SCC(=O)Nc1ccccc1C(=O)NC1CC1	3.4%	-3.5%	-4.7%	11.7%	-9.2%
O=c1oc(Cc2ccccc2)nc2ccccc12	0.1%	19.0%	0.6%	41.7%	-1.2%
Cc1ccc2c(c1)NC(=O)C(CC(=O)NCCCN1CCN(c3cc(C)ccc3C)CC1)O2 (centres undefined)	i	-1.6%	13.1%	25.6%	1.7%
CCOC(=O)c1cc2nc(Nc3ccc(OC)cc3)sc2s1	0.4%	6.2%	-8.0%	44.9%	-9.7%
COc1ccc(-c2cc3c(=O)n(CC(=O)NCc4ccc(F)cc4)ncn3n2)cc1	i	2.0%	-10.1%	-18.8%	7.0%
CC1CCN(C(=O)CSc2nnc(CNC(=O)COc3ccc(Cl)cc3)o2)CC1	i	-3.6%	-2.4%	10.8%	-4.4%
OCCCc1nc2n(n1)C(c1ccccc1Cl)C=C(c1cccs1)N2 (centres undefined)	2.4%	6.2%	6.2%	23.3%	-21.5%
C=CCC[C@@H](Cc1ccc(F)cc1)C(=O)OC[C@H](C)NC(=O)[C@@H](CC=C)CC(=O)N[C@@H](CO)Cc1ccccc1	i	3.8%	-6.1%	0.4%	x
O=C(NNCc1ccc(O)cc1)c1ccccc1Cl	2.6%	11.2%	-2.5%	-8.6%	4.8%
O=C(Cn1ncc2c([nH]c3ccccc32)c1=O)NCCCN1CCN(c2ccccc2)CC1	1.3%	1.1%	-0.5%	15.5%	-4.5%

Ordered by length of the SMILES (lowest first): part of the list above
SMILES	inhibitors of VEEV	M. tuberculosis HTS	H1N1 NS1A inhibition	M. tuberculosis	Salmonella PhoP GFP	others
CCOC(=O)c1cc2nc(Nc3ccc(OC)cc3)sc2s1	0.4%	6.2%	-8.0%	44.9%	-9.7%
C=CCNC(=O)CN(c1ccc(F)c(Cl)c1)S(C)(=O)=O	0.8%	-3.8%	-5.7%	-5.7%	0.9%
O=C(CN1CCOCC1)N/N=C/c1ccc(-c2ccc(Br)cc2)o1	0.1%	u	12.5%	4.3µM*	-0.3%

The list continues.
SMILES	inhibitors of VEEV	M. tuberculosis HTS	H1N1 NS1A inhibition	M. tuberculosis	Salmonella PhoP GFP	others
CNC(=O)Nc1cc(C(F)(F)F)cc(C(F)(F)F)c1	0.9%	0.6%	-0.2%	-12.3%	3.6%
O=C(O)c1cc(O)c2c(c1)C(=O)c1cc(O)cc(O)c1C2=O	0.5%	-5.5%	12.3%	23.4%	2.6%
COc1cc(=O)[nH]c(SCC(=O)Nc2ccc3ccccc3c2)n1	1.2%	-5.8%	6.8%	-0.7%	11.1%
COc1ccc(NC(=O)CN2CCC(NC(=O)C3CCCCC3)CC2)c([N+](=O)[O-])c1	i	-1.9%	-0.4%	1.0%	-1.7%
CN1/C(=C/C(=O)C2CC2)C(C)(C)c2ccccc21	i	1.7%	-11.6%	11.2%	-3.0%
Cc1ccc(O)c(NC(=O)c2noc3c2CCCCC3)c1	2.0%	2.5%	-5.5%	23.4%	5.4%
COc1ccc(OC)c(C(C(=O)NC2CCCCC2)N(C(=O)c2snc(C(N)=O)c2N)c2ccccc2OC)c1 (centres undefined)	0.8%	16.3%	-4.9%	4.9%	-15.4%
Cn1c(N)c(C(=O)Nc2ccccc2F)sc1=S	2.9%	2.7%	0.0%	-8.0%	-17.8%
C=CCn1c(SCC(=O)C23CC4CC(CC(C4)C2)C3)nc(O)cc1=O	0.6%	-3.6%	x	12.7%	-2.6%
C=CCN(c1cccc(C(F)(F)F)c1)S(=O)(=O)c1cccc(C(=O)OCC(=O)NCCC)c1	0.4%	-4.5%	5.9%	53.0%	-2.7%
CCCCN1C(=O)/C(=C/c2ccc(N3CCCCCC3)cc2)C(=O)NC1=S	x	13.0%	x	44.3%	-26.6%
COc1ccc(-c2nc(CSCC(=O)N3CCN(C(=O)c4ccco4)CC3)c(C)o2)cc1OC	0.8%	-2.1%	-2.5%	-16.5%	5.1%
CCCCN(C(=O)c1ccc(-c2ccc(Cl)cc2)o1)c1c(N)n(CCCC)c(=O)[nH]c1=O	0.2%	31.2%	3.2%	52.9%	x
NC(=O)c1cccnc1Nc1cccc(F)c1	i	8.6%	-3.8%	80.2%	-6.5%
CCOC(=O)C1CCN(C(=O)CCNC(=O)Cn2ccc3ccccc3c2=O)CC1	3.5%	-4.3%	-9.8%	-1.9%	-2.5%
COc1ccc(CSc2nncn2N)cc1Br	1.6%	-7.8%	-4.0%	-0.7%	-12.0%
S=c1[nH]nc(COc2ccc(Cl)cc2)n1Cc1ccco1	2.6%	1.0%	1.3%	-6.8%	-0.9%
O=C(O)c1cccc2c1NC(c1cccc([N+](=O)[O-])c1)C1CC(Sc3ccccc3[N+](=O)[O-])C(Cl)C21 (centres undefined)	4.2%	x	14.1%	x	x
CCc1ccc(OCC2c3cc(OC)c(OC)cc3CCN2C(=S)NCCOC)cc1 (centres undefined)	5.9%	-1.0%	-2.1%	5.2%	-1.7%
C/C(=N/NC(=O)c1ccco1)c1ccc(Br)s1	3.4%	0.1%	1.9%	i	-7.1%
CN(C)c1ncc(S(=O)(=O)c2ccc(Cl)cc2)c(-c2ccc(Cl)cc2Cl)n1	i	-0.5%	-2.1%	20.2%	-6.3%
Cc1ccc(NC(=O)C(Nc2ccccc2)c2ccccc2)cc1 (centres undefined)	i	10.4%	-8.7%	40.1%	-1.7%
c1ccc2[nH]c(CN3CCCCC3)nc2c1	0.8%	2.2%	-4.6%	2.0%	18.0%
CCc1ccc(N(CC(=O)Nc2sc3c(c2C(=O)OC)CCCC3)S(C)(=O)=O)cc1	0.9%	7.8%	-7.5%	2.1%	9.3%
Cc1c(C(=O)NCCCN2CCCC2=O)oc2ccccc12	0.2%	-3.8%	-4.7%	13.8%	-11.3%

Among those listed so far, these contain fluorine.
SMILES	inhibitors of VEEV	M. tuberculosis HTS	H1N1 NS1A inhibition	M. tuberculosis	Salmonella PhoP GFP	others
C=CCNC(=O)CN(c1ccc(F)c(Cl)c1)S(C)(=O)=O	0.8%	-3.8%	-5.7%	-5.7%	0.9%
CC(=O)C1=C(c2ccccc2)OC(N)=C(C#N)C1c1ccccc1F (centres undefined)	4.6%	2.7%	2.3%	13.6%	-6.1%
O=C(Cn1ncc2c(=O)oc3ccccc3c21)NCCN1CCN(c2ccccc2F)CC1	0.5%	-7.1%	3.4%	-6.1%	3.5%
COc1ccc(-c2cc3c(=O)n(CC(=O)NCc4ccc(F)cc4)ncn3n2)cc1	i	2.0%	-10.1%	-18.8%	7.0%
C=CCC[C@@H](Cc1ccc(F)cc1)C(=O)OC[C@H](C)NC(=O)[C@@H](CC=C)CC(=O)N[C@@H](CO)Cc1ccccc1	i	3.8%	-6.1%	0.4%	x
CNC(=O)Nc1cc(C(F)(F)F)cc(C(F)(F)F)c1	0.9%	0.6%	-0.2%	-12.3%	3.6%
Cn1c(N)c(C(=O)Nc2ccccc2F)sc1=S	2.9%	2.7%	0.0%	-8.0%	-17.8%
C=CCN(c1cccc(C(F)(F)F)c1)S(=O)(=O)c1cccc(C(=O)OCC(=O)NCCC)c1	0.4%	-4.5%	5.9%	53.0%	-2.7%
NC(=O)c1cccnc1Nc1cccc(F)c1	i	8.6%	-3.8%	80.2%	-6.5%

The list continues:
SMILES	inhibitors of VEEV	M. tuberculosis HTS	H1N1 NS1A inhibition	M. tuberculosis	Salmonella PhoP GFP	others
CCn1c(=O)n(CC)c2cc([N+](=O)[O-])ccc21	5.1%	-6.4%	2.4%	-2.4%	3.8%
O=C(Nc1cc(S(=O)(=O)N2CCCC2)ccc1OCC(F)(F)F)c1ccc(F)cc1	0.2%	-0.5%	-0.6%	-4.9%	8.5%
COc1ccccc1NC(=O)N1CCN(C)CC1	0.5%	-1.5%	-8.0%	-6.5%	-1.4%
CCOC(=O)[C@H]1[C@H]2COc3ccc(Cl)cc3[C@@H]2N2C(=O)CNC(=O)[C@@]12C	1.1%	-0.1%	5.0%	x	x
COc1cc(C(CCN2CCOCC2)c2c(OC)cc(OC)c3c(-c4ccccc4)cc(=O)oc23)cc(OC)c1OC (centres undefined)	i	x	4.2%	x	x
Cc1cc(NCCCN2CCOCC2)n2ncc(-c3ccc(Cl)cc3)c2n1	i	3.1%	-4.8%	35.7%	1.3%
CCn1c(SCC(=O)Nc2ccc(F)cc2)nnc1C1CC1	i	8.0%	-5.8%	-2.5%	-10.6%
O=C(CN(C1CCCCC1)S(=O)(=O)c1ccc(Br)cc1)NCc1ccncc1	0.6%	-0.2%	8.9%	23.4%	6.8%
COc1cccc(C(=O)Oc2cccc(N3C(=O)C4C5CC(C(Br)C5Br)C4C3=O)c2)c1 (centres undefined)	4.1%	-4.7%	7.1%	10.9%	-4.2%
CCCC[C@@H]1CN=C(N)N1CC(C)(C)C	i	-10.3%	4.5%	-14.6%	-2.9%
COC(=O)CNC(=O)c1cn(CC(C)C)c(=O)c2cc(OC)c(OC)cc12	4.8%	-7.2%	5.0%	-2.5%	-12.8%
COc1ccc(/C=C/C(=O)NC(=S)NNC(=O)c2cccs2)cc1OC	2.1%	-0.6%	5.9%	-6.8%	1.7%
COc1cc(-c2ccc(NC(=O)CN3CCC(C)CC3)c(OC)c2)ccc1NC(=O)CN1CCC(C)CC1	1.1%	x	-0.4%	x	x
CS(=O)(=O)N1CCCC(C(=O)Nc2ccccc2C(F)(F)F)C1 (centres undefined)	1.0%	-13.8%	0.2%	3.2%	4.9%
O=C(CN1CCN(C(=O)c2ccc(-c3nc4ccccc4s3)o2)CC1)Nc1ccc(F)cc1	7.3%	-5.7%	-6.3%	42.3%	x
CCCc1nn(C)c2c(=O)[nH]c(-c3cc(S(=O)(=O)Nc4ccc(NC(C)=O)cc4)ccc3OCC)nc12	3.2%	10.5%	-3.6%	12.0%	-2.3%
CC1CCCCC1NC(=O)Cn1c(=O)cnc2ccccc21 (centres undefined)	0.4%	-1.9%	-15.7%	6.9%	x
CC1=NNC(=O)C1CC(=O)N/N=C/c1ccc(C)o1 (centres undefined)	i	1.7%	x	-10.7%	7.8%

2 records picked at random from those above, as already listed:
SMILES	inhibitors of VEEV	M. tuberculosis HTS	H1N1 NS1A inhibition	M. tuberculosis	Salmonella PhoP GFP	others
COC(=O)CNC(=O)c1cn(CC(C)C)c(=O)c2cc(OC)c(OC)cc12	4.8%	-7.2%	5.0%	-2.5%	-12.8%
Cc1cc(NCCCN2CCOCC2)n2ncc(-c3ccc(Cl)cc3)c2n1	i	3.1%	-4.8%	35.7%	1.3%
